# Mdm2-MdmX inh: disrupts the human Mdm2-MdmX interaction | O15151+Q00987 | SaOS-2 split-luciferase Mdm2/MdmX complementation, luminescence | inhibition, % at 8 µM | 330,000 compounds, 3% hits;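 active = inhibition of at least 50% at 8 µM in the primary screen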
# XBP1 UPR activ: adaptive UPR (XBP1) activation | 330,000 compounds, 0.33% hits | activation, % at 20 µM | CHO-XBP1 luciferase reporter, IRE1-XBP1 UPR activation, luminescence; percent of tunicamycin response, DMSO as zero | AID 463104;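 active = versus positive control, 20 µM dose yields 30% or more activation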;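 note: 100% = tunicamycin at 10 µg/mL and 0% = DMSO only wells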
#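 Signal: luciferase luminescence; Assay system: CHO-XBP1 luciferase reporter cells; Amount: one thousand reporter cells per well; Dosing: 20 µM single concentration, DMSO 1%; Benchmarks: high control tunicamycin 10 µg/mL final, low control DMSO vehicle only; Schedule: 6 h compound exposure at 37 °C, 5% CO2; Evaluation: percent activation relative to tunicamycin reference.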
# 697 NFkB inh: inhibitors of the PMA/ionomycin-induced NF-kB reporter in 697 B cells; 697 B-cell NF-kB luciferase reporter, 16 h; inhibition, % at 4 µM; 330,000 compounds, 0.33% hits; AID 435022; in the data active = inhibition above about 35%
# Jurkat NFkB inh: inhibitors of the PMA/ionomycin-induced NF-kB reporter in Jurkat cells; PMA/ionomycin-induced NF-kB luciferase reporter, luminescence; inhibition, % at 4 µM; 330,000 compounds, 0.53% hits; in the data active = inhibition above about 50%
# CCR6 antag: antagonists of human CCR6 receptor | AID 493098 | inhibition, % at 20 µM | CHO-K1 CCR6 PathHunter beta-arrestin, luminescence, CCL20-stimulated | 340,000 compounds, 0.49% hits;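 active = compounds whose inhibition of the agonist-driven luminescence signal at 20 µM reaches about 50%, limit read from the data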;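 note: cells stimulated with CCL20 at 14 nM final; plate controls were DMSO with CCL20 for no effect and DMSO without agonist for full effect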
# Target sequence (P51684 whole entry, looked up): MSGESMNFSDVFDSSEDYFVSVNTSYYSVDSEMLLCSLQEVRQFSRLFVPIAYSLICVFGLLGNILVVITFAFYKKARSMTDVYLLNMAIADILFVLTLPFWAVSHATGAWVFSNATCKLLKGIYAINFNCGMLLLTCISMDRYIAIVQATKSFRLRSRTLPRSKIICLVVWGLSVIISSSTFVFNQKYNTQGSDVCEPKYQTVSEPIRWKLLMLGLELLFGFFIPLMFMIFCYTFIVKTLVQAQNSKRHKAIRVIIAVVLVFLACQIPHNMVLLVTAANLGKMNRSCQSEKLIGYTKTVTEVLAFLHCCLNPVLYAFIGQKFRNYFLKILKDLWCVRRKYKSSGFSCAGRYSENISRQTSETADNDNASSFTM
# Gli-Sufu block: antagonists of Gli-Sufu signaling; Sufu-KO-LIGHT fibroblasts, Gli luciferase reporter luminescence; inhibition, % at 5 µM; 340,000 compounds, 0.74% hits;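 active = inhibition above about 55%, limit read from the data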;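 note: 0% = DMSO-treated cells and 100% = wells with medium but no cells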
# EBI2 block: blocks human EBI2 receptor beta-arrestin signaling; EBI2 beta-arrestin recruitment, luminescence, 7a,25-OHC stimulated; inhibition, % at 5 µM; 360,000 compounds, 0.81% hits; AID 651636; in the data active = inhibition above about 38%;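 note: enzyme fragment complementation signal reports receptor beta-arrestin coupling in cells; 0% = agonist plus DMSO wells and 100% = wells without agonist; some results beyond the cut were filed as inactive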
# Target sequence (P32249 whole entry, looked up, the tested form may be a part): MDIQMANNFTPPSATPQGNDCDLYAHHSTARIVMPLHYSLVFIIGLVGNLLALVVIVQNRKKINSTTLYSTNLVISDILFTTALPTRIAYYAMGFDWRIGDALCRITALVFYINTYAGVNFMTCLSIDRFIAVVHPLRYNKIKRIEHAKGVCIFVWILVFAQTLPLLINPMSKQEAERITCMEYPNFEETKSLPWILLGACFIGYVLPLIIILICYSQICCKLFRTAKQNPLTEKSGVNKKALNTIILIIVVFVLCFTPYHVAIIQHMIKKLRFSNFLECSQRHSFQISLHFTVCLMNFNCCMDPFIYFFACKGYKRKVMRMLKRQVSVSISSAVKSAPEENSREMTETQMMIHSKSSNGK
# CHOP UPR activ: activators of apoptotic arm of unfolded protein response (CHOP); CHO-CHOP luciferase reporter, UPR activation, luminescence; percent of tunicamycin response over DMSO baseline; activation, % at 10 µM; 330,000 compounds, 0.34% hits; AID 449763;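 active = at 10 µM dose, activation of 40% or more, normalized to positive control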;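 note: 100% = tunicamycin at 10 µg/mL and 0% = DMSO alone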
#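 Test system: CHO-CHOP cells, stable luciferase reporter of PERK-eIF2a-CHOP signalling | Quantity: 500 CHO-CHOP cells per well | Buffer or medium: F12 plus 10% serum | Compound dosing: 10 µM single point, 0.5% DMSO | Schedule: 6 h compound treatment, 37 °C | Signal: Luciferase luminescence | Control set: Tunicamycin high control, DMSO low control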
# CXCR6 inh: blocks human CXCR6 beta-arrestin recruitment | inhibition, % at 20 µM | 360,000 compounds, 0.36% hits | O00574 | AID 602244 | CHO-K1 PathHunter CXCR6 beta-arrestin, luminescence; in the data active = inhibition above about 34%, passing the limit was not always enough;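 note: antagonist mode with CXCL16 agonist at 10 nM final; 0% = 10 nM CXCL16 with DMSO and 100% = unstimulated wells without agonist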
# Target sequence (O00574 whole entry, looked up): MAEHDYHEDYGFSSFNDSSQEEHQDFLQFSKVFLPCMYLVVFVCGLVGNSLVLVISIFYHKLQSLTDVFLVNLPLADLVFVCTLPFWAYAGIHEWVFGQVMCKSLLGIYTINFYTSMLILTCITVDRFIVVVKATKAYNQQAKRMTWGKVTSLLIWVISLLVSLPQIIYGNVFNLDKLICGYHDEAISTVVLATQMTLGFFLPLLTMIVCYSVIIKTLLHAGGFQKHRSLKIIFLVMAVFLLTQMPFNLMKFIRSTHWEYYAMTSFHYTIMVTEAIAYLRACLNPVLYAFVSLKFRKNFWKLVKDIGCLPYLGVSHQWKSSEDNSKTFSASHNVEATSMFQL
# * hit, by the source's call; & = joins results of further samples.
SMILES,Mdm2-MdmX inh,XBP1 UPR activ,697 NFkB inh,Jurkat NFkB inh,CCR6 antag,Gli-Sufu block,EBI2 block,CHOP UPR activ,CXCR6 inh
COc1ccc(CNC(=O)CCSCc2cccc(F)c2)cc1,-1.5,-1.8,-8.3,-21.6,12.1,13.6,-3.8,0.6,4.9
COc1c(S(=O)(=O)N2CCCCC2)ccc2c(S(=O)(=O)N3CCCCC3)cccc12,45.5,6.5,0.7,30.3,-4.1,20.9,3.3,1.0,-3.6
COc1ccc(NS(=O)(=O)c2cc(C(=O)N3CCN(C(C)=O)CC3)ccc2Cl)cc1,-18.4,0.3,9.8,14.8,-11.9,1.5,5.0,-1.5,4.7
Clc1ccc(-n2nnnc2CN2CCOCC2)cc1Cl,-1.7,-2.4,11.1,9.2,0.9,-0.6,-5.8,-0.2,-14.6
CCOCCCN1C(=O)C(O)=C(C(C)=O)C1c1cccs1 (configuration not stated),9.5,-3.1,-0.3,-0.3,1.0,-22.6,-10.6,2.4,3.3
C#CCOCCOCCOCCNc1nc(N2CCN(C(=O)C(Cc3cc4ccccc4[nH]3)n3cc(C(N)C(C)CC)nn3)CC2)nc(N2CCN(C(=O)C(Cc3cc4ccccc4[nH]3)n3cc(C(N)C(C)CC)nn3)CC2)n1 (configuration not stated),-23.8,-1.3,15.3,15.9,-4.1,-9.4,0.8,2.5,3.2
COc1cc(OC)c(C(=O)NCCCN2CCOCC2)cc1OC,17.6,-1.7,13.8,0.9,2.5,5.2,-4.1,2.7,2.4
O=C(O)c1ccc(N2C(=O)/C(=C/C=C/c3ccccc3)SC2=S)cc1,18.7,-3.1,-14.5,14.1,13.7,-3.3,-3.3,-1.2,-0.9
Cc1ccc(N2C(=O)[C@@H]3[C@H](C2=O)[C@H]2C=CC=NN2[C@@H]3C(=O)Nc2ccc(Cl)cc2)cc1,3.4,0.1,2.1,1.2,4.3,-2.3,3.2,4.1,7.5
COc1ccc(C)cc1NC(=S)N1CCN(S(C)(=O)=O)CC1,12.2,-2.4,8.0,-16.3,-7.9,4.2,2.6,-0.9,10.2
O=C(O)c1cnn(-c2ccccc2)c1C(F)(F)F,-9.4,-2.8,9.6,14.5,-0.8,4.8,2.4,-0.6,2.8
Cc1ccc(C(=O)Nc2nc(C)c(C(=O)N(C)C)s2)o1,14.5,-3.7,-23.1,-11.4,-4.6,-25.3,-5.0,6.3,4.3
O=C1C2CCc3ccccc3C2N1c1ccccc1 (configuration not stated),13.0,0.4,1.3,-8.2,2.5,-1.7,-2.8,1.2,-2.1
COc1ccc(O)c(-c2cc(-c3ccccc3Cl)[nH]n2)c1,-3.6,-0.2,-85.8,-43.8,0.2,0.8,18.8,5.2,-1.5
Cc1ccc(S(=O)(=O)N(C)C)cc1NC(=O)COC(=O)C1CC(=O)N(c2ccc3c(c2)OCCO3)C1 (configuration not stated),-5.6,-1.5,9.5,-5.3,-1.8,-5.8,-4.0,0.9,-4.5
COc1ccccc1N1C(N)=NC(N)=NC1(C)C,13.4,-1.9,1.7,-14.8,-4.3,-3.7,0.3&-1.5,0.5,3.7&0.2
COc1ccc(Br)cc1C(=O)Nc1ccccc1-c1ccccc1,-14.9,0.4,30.2,-3.2,12.2,7.5,14.2,-1.6,0.3
COC(=O)c1ccc(NC(=O)Nc2ccc(F)cc2)cc1,-32.1,4.5,-21.1,-39.5,18.7,-55.6,-2.7,2.4,-4.4
CCN(CC)CCNC(=O)c1ccc2c(c1)ncn2C1CCCCC1,-6.7,-1.5,-12.8,-17.6,3.0,0.3,-0.3,-1.3,-3.2
Cn1cnnc1SCC(=O)Nc1cccc(S(=O)(=O)N2CCOCC2)c1,-24.4,0.6,-11.2,6.4,3.9,-1.5,-4.8,-0.7,-2.3
Cc1ccc(/C=C2\SC(N3CCN(C(c4ccccc4)c4ccccc4)CC3)=NC2=O)o1,20.2,-3.2,-21.8,-14.4,33.5,7.4,17.4,-0.8,20.1
CN(C)c1ccc(NC(=O)Cn2cc3c(n2)CCCC3)cc1,5.7,1.2,17.1,0.7,6.7,-14.0,-5.2,3.2,-10.4
Cc1ccc(SCC2(O)CCN(S(=O)(=O)c3ccc(Cl)cc3)CC2)cc1,-3.2,0.1,-1.9,-11.2,1.9,0.4,27.9,-1.1,-2.8
CCS(=O)(=O)Nc1ccc(-c2nnc(SCC(=O)OC)o2)cc1,20.7,-0.4,4.2,-9.9,12.5,-8.1,-3.6,-2.4,-1.6
CC(=O)c1sc(C(=O)O)c(-c2ccco2)c1-c1ccco1,-4.2,-0.9,-5.2,0.3,-6.6,2.8,-13.4,-0.2,-13.9

# The closing four records of the part above are carried over, then new ones follow.
SMILES,Mdm2-MdmX inh,XBP1 UPR activ,697 NFkB inh,Jurkat NFkB inh,CCR6 antag,Gli-Sufu block,EBI2 block,CHOP UPR activ,CXCR6 inh
CN(C)c1ccc(NC(=O)Cn2cc3c(n2)CCCC3)cc1,5.7,1.2,17.1,0.7,6.7,-14.0,-5.2,3.2,-10.4
Cc1ccc(SCC2(O)CCN(S(=O)(=O)c3ccc(Cl)cc3)CC2)cc1,-3.2,0.1,-1.9,-11.2,1.9,0.4,27.9,-1.1,-2.8
CCS(=O)(=O)Nc1ccc(-c2nnc(SCC(=O)OC)o2)cc1,20.7,-0.4,4.2,-9.9,12.5,-8.1,-3.6,-2.4,-1.6
CC(=O)c1sc(C(=O)O)c(-c2ccco2)c1-c1ccco1,-4.2,-0.9,-5.2,0.3,-6.6,2.8,-13.4,-0.2,-13.9
COC(=O)Cc1ccc(NC(=S)Nc2cccc(C)n2)cc1,32.4,2.6,7.5,9.4,-3.9,-1.7,3.4,0.1,-4.3
C[C@H](NC(=O)c1nc[nH]c1C(=O)NCc1ccccc1)C(=O)OCc1ccccc1,5.0,-3.5,21.2,-0.4,9.2,-6.0,7.0,-2.3,-2.8
COc1ccccc1CNCC(=O)Nc1ccc(N(C)C)cc1,-20.9,0.1,-43.9,-30.9,12.2,-2.4,3.2,1.6,-4.8
COc1cccc(-n2cnnn2)c1,18.6,0.9,16.0,4.8,-8.6,1.8,-3.0,1.0,-5.2
CCOC(=O)Cn1c(=O)c(-c2ccccc2NC)nc2ccccc21,-1.0,-3.3,8.4,2.4,17.2,2.7,-0.7,1.1,-4.0
COCCn1c(N)c(S(=O)(=O)c2cccs2)c2nc3ccccc3nc21,30.7,-3.1,20.6,-12.5,-3.6,8.0,-1.3,0.8,1.7
CSc1ccccc1NC(=O)c1ccc(N2CCCC2=O)cc1,-22.2,1.2,-35.7,-34.4,7.5,-24.4,-3.0,3.6,5.0
CC(=O)Nc1ccc(OCC(O)Cn2cccn2)cc1 (configuration not stated),21.0,-5.3,-2.4,5.0,-8.8,-1.9,8.2,-0.7,2.9
O=C(CSCc1cc(=O)n2ccsc2n1)Nc1ccc(F)cc1,1.5,-1.9,7.0,2.3,-1.7,-3.2,4.2,1.4,-3.4
CCOc1ccc2nc(NCCNS(=O)(=O)c3ccccc3)c(C#N)cc2c1,4.4,2.7,5.2,4.8,-4.6,-4.2,-1.0,-0.4,-4.4
O=C(CSc1ccc(F)cc1)Nc1ccc(Br)cc1,-90.8,5.2,17.4,-49.4,11.1,-30.4,4.5,2.1,-6.1
Cc1ccc(NC(=O)C2(N(C(=O)Cn3nnnc3N)c3ccc(C)cc3)CCCCC2)cc1,32.3,-1.5,3.3,3.0,4.2,-8.5,7.6,1.3,-0.1
CC1CCCCC1NC(=O)CCS(=O)(=O)c1ccc(Cl)cc1 (configuration not stated),15.7,-3.3,8.9,-6.4,7.4,18.7,3.0,-0.6,7.6
COc1ccc(CNS(=O)(=O)c2cn(C)c(=O)n(C)c2=O)cc1,14.3,0.1,-2.7,-5.1,9.9,-6.9,2.3,3.8,-5.0
CCOC(=O)c1sc2nc(CC(=O)OC)nc(NCc3ccc(F)cc3)c2c1C,8.2,4.8,1.3,22.6,11.7,21.4,28.6,5.5,4.2
CC(C)Cn1c(=O)c(C(=O)Nc2ccccc2S(N)(=O)=O)c(O)c2ccccc21,63.5*,7.5,18.7,-4.5,-5.7,0.0,-9.5,-0.1,-4.5
CC1=C(C(=O)OC(C)C)C(c2ccc3c(c2)OCO3)NC(=O)N1 (configuration not stated),-17.3,-4.7,-8.9,0.4,9.8,-5.3,-3.8,0.3,-2.6
CCOC(=O)N1CCN(C(=O)CNC(=O)c2nn(-c3ccc(OC)c(Cl)c3)c(=O)c3ccccc23)CC1,38.1,-1.2,-7.0,-3.8,14.1,-37.1,-17.7,8.5,3.0
COc1ccccc1NC(=O)CNC(=O)c1ccccc1C,-10.6,0.5,13.7,2.8,-10.5,0.7,-14.2,0.1,5.1
COC(=O)c1ccc(NC(=S)NCc2ccco2)cc1,-4.0,0.3,-15.6,9.0,-0.2,-2.4,-4.2,-0.1,5.4
O=C(NC1CCCc2c1cnn2-c1cc(F)cc(F)c1)c1cc[n+]([O-])cc1 (configuration not stated),27.4,-1.8,18.8,3.8,-1.5,5.8,-1.1,-0.8,-9.7
CCCn1c2ccccc2c2cnn(CC(=O)N3CCN(C4CCCCC4)CC3)c(=O)c21,55.4*,0.2,2.2,13.3,10.7,4.5,-9.4,1.1,0.2
CCSc1ncc(Cl)c(C(=O)Nc2ccc(S(=O)(=O)Nc3onc(C)c3C)cc2)n1,22.9,-4.7,6.5,2.1,7.4,15.1,-9.1,-1.3,7.5
CCOC(=O)c1sc2nc(C)nc(NCc3ccc(F)cc3)c2c1C,19.3,10.4,-20.4,5.4,1.9,3.1,45.0*,1.2,4.3
Cc1csc(=Nc2c(C)n(C)n(-c3ccccc3)c2=O)n1-c1ccccc1,22.5,2.6,22.1,13.0,8.2,-3.8,-7.8,-0.5,3.6
CCc1c(C)sc2nc3c(C(=O)N4CCOCC4)cc(C(=O)c4cc(F)ccc4O)cn3c(=O)c12,4.8,-2.3,0.0,-0.7,17.4,16.5,9.1,0.2,0.0
CCCOc1ccc(OCCNC2CCCC2)cc1,7.7,-2.8,-14.2,2.5,4.3,-7.7,-4.0,-1.8,6.0
CCN1C[C@@H]2[C@@H]3C(=O)N(Cc4ccccc4)C(=O)[C@@H]3[C@](CC)(C1=O)N2C(=O)c1ccc(C(F)(F)F)cc1,2.5,2.6,15.4,7.5,7.2,-0.7,-6.7,1.4,-0.7
COC(=O)c1cccc(C(=O)Nc2ccc(C)cc2)n1,3.5,-1.1,-30.2,9.3,9.0,-2.5,0.8,6.2,9.1
CCOc1ccc2ccccc2c1/C=N/NC(=O)c1ccc(C)nc1,-8.3,3.7,5.0,19.3,11.0,1.3,3.0,4.6,6.5

# An excerpt from above, limited to EBI2 block and XBP1 UPR activ:
compound | EBI2 block | XBP1 UPR activ
COC(=O)Cc1ccc(NC(=S)Nc2cccc(C)n2)cc1 | 3.4 | 2.6
CCSc1ncc(Cl)c(C(=O)Nc2ccc(S(=O)(=O)Nc3onc(C)c3C)cc2)n1 | -9.1 | -4.7

# As entered above:
# O=C(O)c1cnn(-c2ccccc2)c1C(F)(F)F in CHOP UPR activ: -0.6
# CCN1C[C@@H]2[C@@H]3C(=O)N(Cc4ccccc4)C(=O)[C@@H]3[C@](CC)(C1=O)N2C(=O)c1ccc(C(F)(F)F)cc1 in Gli-Sufu block: -0.7
# CN(C)c1ccc(NC(=O)Cn2cc3c(n2)CCCC3)cc1 in CHOP UPR activ: 3.2

# Assay outcomes from PubChem BioAssay.
